Bfl-1 inhibitors – Bfl-1 inhibitors, primary screen, biochemical, fluorescence polarization, FITC-Bid, mouse (AID 432); Bcl-2-related protein A1 (Mus musculus); FITC-Bid BH3 peptide fluorescence polarization displacement; higher % means a stronger effect; one-dose displacement, % at 20 µM; IC50 in µM for titrated hits; 0.02% of 64,000 active; in the data active = a potency from the dose series; inactive = the rest, 99 in 100 with displacement below about 15%; also: strong numbers were not always called active
TNAP inhibition – human TNAP enzyme inhibitors, biochemical, luminescent (AID 518); purified TNAP enzyme, luminescent substrate readout; higher % means a stronger effect; inhibition, % at 20 µM, or IC50 in µM where a hit was titrated; 0.09% of 64,000 active; in the data active = a potency from the dose series; inactive = the rest, 99 in 100 with inhibition below about 22%;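 also: plate controls were vehicle for no effect and reference inhibitor for full effect; many of its hits are not listed in these tables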
DPM-DC inhibit – S. pneumoniae DPM-DC inhibitors, primary screen, biochemical, PK/LDH-coupled NADH fluorescence | diphosphomevalonate decarboxylase (Streptococcus pneumoniae D39) | calls only at 10 µM | purified DPM-DC | 0.49% of 65,000 active;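 active = the 320 compounds with the highest percent inhibition in the single-dose primary screen, excluding strongly autofluorescent ones, cut at about 32% in these data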;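 also: kinetic rate of NADH fluorescence loss reporting ADP formed by the decarboxylase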
KRASV12 cytotoxicity – cytotoxicity in KRAS-transformed pancreatic duct cells, primary screen, cell-based, fluorescence, HTS (AID 431). HPDE-C7K KRASV12 cells, Alamar Blue viability, 48 h; higher % means a stronger effect. one-dose cytotoxicity, % at 10 µM; EC50 in µM for titrated hits. 1.7% of 63,000 active;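 active = compounds whose percent cytotoxicity in the single-dose primary screen, scaled between solvent and toxic-drug controls, exceeds 50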;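 also: 0% = DMSO solvent wells and 100% = doxorubicin-treated wells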
Spn MK inh – S. pneumoniae MK inhibitors, primary screen, biochemical, PK/LDH-coupled NADH absorbance | 0.48% of 65,000 active | inhibition, % at 10 µM | purified MK, PK/LDH-coupled NADH absorbance 340 nm | mevalonate kinase [Streptococcus pneumoniae D39];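 active = ranked among the strongest by inhibition in the single 10 µM screen, a fixed top-ranked set picked for dose follow-up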; also: no value below 0 was filed
LYP phosphatase – LYP phosphatase inhibitors, primary screen, biochemical, DiFMUP fluorescence, recombinant catalytic domain, 10 µM (AID 606). Tyrosine-protein phosphatase non-receptor type 22 (Homo sapiens). recombinant LYP catalytic domain, DiFMUP fluorescence; higher % means a stronger effect. one-dose inhibition, % at 10 µM; IC50 in µM for titrated hits. 52,000 tested, under 10 active;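 active = IC50 under 40 µM in the dose-response test; inactive = IC50 of 40 µM or more, or never dose-tested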
HPDE-C7 cytotoxicity – cytotoxicity in HPDE-C7 cells, cell-based, fluorescence, HTS (AID 430); HPDE-C7 pancreatic duct cells viability, fluorescence; higher % means a stronger effect; cytotoxicity, % at 10 µM; hits with a dose series show EC50 in µM; 1.8% of 63,000 active;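 also: cells exposed to compound for 48 hours before viability readout; 0% = vehicle and 100% = reference cytotoxic drug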
HT1080 viability – cytotoxicity in HT1080 fibrosarcoma cells, cell-based, fluorescence readout (AID 620); HT1080 viability, fluorescence; higher % means a stronger effect; cytotoxicity, % at 10 µM, or EC50 in µM where a hit was titrated; 0.42% of 87,000 active;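 also: cells exposed to compound overnight then 4 h with Alamar Blue; 0% = vehicle DMSO and 100% = killing control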
PMK inhibit – S. pneumoniae PMK inhibitors, primary screen, biochemical, mevalonate pathway, pilot trial included; 0.49% of 65,000 active; inhibition, % at 10 µM; purified PMK, PK/LDH-coupled NADH absorbance 340 nm; AID 539, 2006;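 active = top-ranked compounds by inhibition in the single 10 µM screen, taking a fixed number of the strongest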;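 also: 0% = full reaction with DMSO carrier and 100% = background rate without enzyme reaction; no value below 0 was filed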
PMK inhibit pilot replicates – recorded beside PMK inhibit, whose call it bears; inhibition, %; measured here: pilot screen replicates
Spn MK inh pilot replicates – also measured in Spn MK inh; calls as there; inhibition, %; measured here: pilot screen replicates
DPM-DC inhibit pilot screen % – also measured in DPM-DC inhibit; calls as there; inhibition, %; measured here: pilot screen trials
* = called active by the depositor; i = inactive; / = not tested or not shown. Rule as the data show it, unless noted: active = cytotoxicity above about 50%; inactive = the rest.

SMILES | Bfl-1 inhibitors | TNAP inhibition | DPM-DC inhibit | KRASV12 cytotoxicity | Spn MK inh | LYP phosphatase | HPDE-C7 cytotoxicity | HT1080 viability | PMK inhibit | others
CN(C)CC(C)(C)CNC(=O)C1CCN(Cc2ccccc2O)CC1 | 1% | 3% | i | 3% | 7 | 4% | -2% | -5% | 14
COc1ccc(CC(=O)n2nc(-c3cccnc3)nc2N)cc1 | -5% | 16% | i | 0% | 7 | 12% | 5% | 4% | 7
CCOc1ccc(C(=O)NCc2cccnc2)cc1 | 2% | 6% | i | 0% | 9 | 5% | -2% | 0% | 3
CCCn1c(N)c(C(=O)CN2CCN(S(=O)(=O)c3cccs3)CC2)c(=O)[nH]c1=O | -2% | 11% | i | -11% | 0 | 0% | -7% | -1% | 13
C=CC[N+](C)(C)CCCNC(=O)/C=N/O | 2% | 7% | i | -7% | 15 | 7% | -3% | 3% | 4
CC(C)CN1C(=O)c2ccc(C(=O)Nc3ccccn3)cc2C1=O | 2% | 1% | i | -10% | 9 | 6% | -8% | -2% | 9
CCOC(=O)c1nnn(-c2nonc2N)c1CN(CC)CC | 1% | 0% | i | -6% | 10 | / | -11% | 6% | 0
O=C(NC(=Nc1ccccc1)N1CCOCC1)Nc1ccccc1 | -7% | 12% | i | 12% | 0 | 14% | -1% | 2% | 17
COc1ccc2c(c1)S/C(=C\C(=O)c1ccncc1)N2C | -6% | 13% | i | -22% | 6 | -4% | -16% | 4% | 0
Cc1ccc(C)c2[nH]c(=O)c(CCNC(=O)c3cc4ccccc4o3)cc12 | -3% | 4% | i | -2% | 0 | 4% | -4% | -1% | 7
CC(=O)/C(C(=N)N1CCN(Cc2ccccc2)CC1)=C(\C)O | 1% | 13% | i | -2% | 1 | / | 20% | 3% | 9
CCN(CCCNC(=O)CN1C(=O)COc2ccccc21)c1cccc(C)c1 | -3% | 7% | i | -2% | 0 | 6% | -1% | / | 7
COc1cc(C2c3c(n[nH]c3C)C(=O)N2c2ccc(Br)cc2)ccc1O (centres undefined) | 3% | 4% | i | 37% | 6 | 0% | 28% | 5% | 0 | PMK inhibit pilot replicates=0.5;Spn MK inh pilot replicates=2.0;DPM-DC inhibit pilot screen %=2.0
Cc1nnc(SCCN2CCOCC2)n1C | 3% | 2% | i | -4% | 52* | / | -18% | / | 0
COc1ccc(CC(=O)Nc2ccc(-c3noc(-c4cc(OC)c(OC)c(OC)c4)n3)cc2)cc1 | 1% | 3% | i | 0% | 13 | 8% | -3% | 13% | 5
Cc1ccnc2nc(C(=O)OCCOc3ccccc3)nn12 | 0% | -1% | i | 1% | 0 | 5% | 1% | 5% | 19
CCC(C)C(NS(=O)(=O)c1ccc(C)cc1)C(=O)NCCN1CCOCC1 (centres undefined) | -6% | 0% | i | -21% | 5 | / | -10% | / | 1
Cc1cc2ncn(C(=O)c3c(-c4ccccc4Cl)noc3C)c2cc1C | -7% | 9% | i | -5% | 8 | 2% | -7% | 3% | 11
O=C(NC1CCCCC1)C(c1ccccc1F)N(Cc1ccco1)C(=O)Cn1nnc2ccccc21 (centres undefined) | -6% | 4% | i | 65%* | 3 | / | 63%* | 8% | 7
Cc1cc2ncn(-c3nnnn3-c3ccccc3)c2cc1C | -5% | 7% | i | 12% | 0 | 0% | 7% | -2% | 15
Cc1sc2nc(SCC(=O)N3CCOCC3)[nH]c(=O)c2c1C | -7% | -3% | i | -7% | 0 | 9% | -11% | 2% | 1
Cn1nnc(NC(=O)c2cccc(OCc3ccccc3)c2)n1 | -2% | -6% | i | 16% | 4 | 0% | 22% | -2% | 4
O=C1C2CC=CCC2C(=O)N1c1nc2n(n1)C(c1ccccc1)CC(c1ccccc1)N2 (centres undefined) | -8% | 9% | i | -1% | 9 | 3% | 0% | 33% | 17
COc1ccccc1N1CCN(C(=O)C2CCN(S(=O)(=O)c3ccc(Cl)cc3)CC2)CC1 | -10% | 8% | i | -12% | 8 | / | -19% | -6% | 0
Cc1ccc(NC(=O)COc2ccc(/C(N)=N/O)cc2)cc1C | -4% | 13% | i | -2% | 1 | -8% | -11% | / | 18
COC(=O)c1ccccc1NC(=O)CSc1nc(NC(=O)c2ccccc2)c2c(C)c(C)oc2n1 | -5% | 8% | i | 29% | 3 | 3% | 26% | 5% | 0
O=C(Nc1nccs1)NC(C(F)(F)F)C(F)(F)F | 2% | 11% | i | -22% | 7 | 3% | -3% | 1% | 12 | PMK inhibit pilot replicates=0.0;Spn MK inh pilot replicates=0.0;DPM-DC inhibit pilot screen %=1.5
CCC(c1nnnn1Cc1ccccc1)N(Cc1cc2cc(OC)ccc2[nH]c1=O)CC1CCCO1 (centres undefined) | 0% | 20% | i | -5% | 7 | 13% | 4% | 0% | 10
CC(C)COc1ccc(C(=O)CCN2CCCCC2)cc1 | -3% | 6% | i | 21% | 9 | / | 7% | 2% | 10
CCCCn1c(NCCC)nc2c1c(=O)[nH]c(=O)n2C | 6% | 9% | i | 0% | 1 | 10% | -2% | 1% | 12 | PMK inhibit pilot replicates=6.0;Spn MK inh pilot replicates=1.5;DPM-DC inhibit pilot screen %=1.0
O=C(CN(C1CCCCC1)S(=O)(=O)c1ccc(Cl)cc1)NCCCO | -4% | 6% | i | -4% | 3 | 3% | -1% | 2% | 0
Cc1cc(NS(=O)(=O)c2ccc(NC(=O)COc3ccc(Cl)cc3)cc2)no1 | -1% | 17% | i | 5% | 3 | 3% | 5% | -10% | 5 | PMK inhibit pilot replicates=4.5;Spn MK inh pilot replicates=0.0;DPM-DC inhibit pilot screen %=2.5
Cc1c(NC2=C(Cl)C(=O)N(c3ccccc3)C2=O)c(=O)n(-c2ccccc2)n1C | 16% | 5% | i | -14% | 4 | 8% | -5% | -14% | 15
COC(C)(C)[C@]12CC(O)(C(C)C)ON1[C@H]1CCCCC1N2O (some centres undefined) | -1% | 5% | i | -4% | 8 | -15% | 6% | 17% | 8
O=C1CC(c2ccccc2)n2ncnc2N1 (centres undefined) | -7% | 6% | i | 0% | 3 | 9% | 5% | 2% | 0
CCOc1ccc2c(C)c(C(=O)O)oc2c1OCC | -4% | 8% | i | 4% | 9 | -6% | 6% | -5% | 0
CCc1ccc(S(=O)(=O)NCc2csc(-c3cccnc3)n2)s1 | -5% | 20% | i | -7% | 0 | 0% | -5% | 2% | 18
COC(=O)c1c(NC(=O)CCN2CCOCC2)sc2c1CCCC2 | 4% | 7% | i | -4% | 0 | 11% | -7% | / | 15
COc1ccc(NC(=O)C2CCCN2C(=O)NCc2ccccc2)c(OC)c1 (centres undefined) | 0% | 7% | i | -14% | 4 | / | -11% | 25% | 13
COC(=O)c1cc(NC(=O)CSc2nnc(CN3CCOCC3)n2C)ccc1Cl | -1% | 14% | i | / | 7 | 3% | / | 5% | 0
COC(=O)c1cc2ccsc2n1Cc1cc(=O)n2ccccc2n1 | -6% | 6% | i | -4% | 8 | 7% | 4% | 60%* | 9
Fc1ccc2nc(Nc3nc4c(s3)CCCC4)sc2c1 | -8% | -6% | i | -3% | 0 | 5% | -2% | 10% | 8
CCn1c(-c2ccccc2O)n[nH]c1=S | 5% | 18% | i | -4% | 25 | 24% | 3% | 3% | 11
COc1ccc(S(=O)(=O)NC(CC(=O)NCCc2ccc(OC)c(OC)c2)c2ccco2)cc1 (centres undefined) | -5% | -11% | i | 6% | 0 | 3% | 0% | 15% | 1
CCOC(=O)c1ccc(NC(=O)CSc2nc(SC)ns2)cc1 | -1% | 11% | i | 10% | 6 | -5% | 1% | 4% | 0
CN=C1c2c(-c3ccccc3)c3cc(OC)ccc3n2CCN1C | -3% | 8% | i | -9% | 7 | / | -16% | 8% | 6
C=C(C)C1CCC(C)=C1COC(=O)Nc1ccccc1 (centres undefined) | 0% | 22% | i | -4% | 8 | 5% | -1% | -5% | 2
Cc1ccc(Cl)cc1N1CCN(C(=O)CCS(=O)(=O)c2cccc3nonc23)CC1 | -1% | 8% | i | 7% | 10 | -6% | 2% | -26% | 0
CCCCC(OC(=O)c1cc2occc2n1C)C(=O)NCC1CCCO1 (centres undefined) | -2% | 3% | i | -2% | 6 | 4% | 0% | 23% | 11
O=C(Nc1ccc(Cl)c(Cl)c1)N1CCC(N2CCCCC2)CC1 | 3% | 4% | i | 13% | 0 | 2% | 6% | 8% | 9
Other structures
SMILES | Bfl-1 inhibitors | TNAP inhibition | DPM-DC inhibit | KRASV12 cytotoxicity | Spn MK inh | LYP phosphatase | HPDE-C7 cytotoxicity | HT1080 viability | PMK inhibit | others
Cc1cc(C)cc(N2CCCn3c2nc2c3c(=O)n(CCN3CCOCC3)c(=O)n2C)c1 | -6% | 7% | i | -5% | 9 | -9% | -7% | 3% | 7 | PMK inhibit pilot replicates=7.5;Spn MK inh pilot replicates=0.0;DPM-DC inhibit pilot screen %=2.5
Cc1cc(C)n(-c2nnc(C)c(=O)[nH]2)n1 | -12% | 14% | i | -27% | 1 | 12% | -26% | 2% | 1
Cc1ccc(S(=O)(=O)N(C)c2ccc(NS(C)(=O)=O)cc2)cc1 | -2% | 10% | i | -8% | 8 | -4% | -5% | 4% | 9
CC1CCCCN1CC(=O)Nc1sc2c(c1C#N)CCC2 (centres undefined) | -6% | -5% | i | -11% | 4 | / | -17% | -8% | 21
CCCOc1ccc(C2c3c(oc4cc(C)c(C)cc4c3=O)C(=O)N2CCCN(C)C)cc1OCC (centres undefined) | -2% | 3% | i | 8% | 5 | 3% | 2% | -3% | 3
O=C(COc1ccc(Cl)cc1)Nc1ccccc1C(=O)NCc1ccco1 | -4% | 7% | i | 4% | 11 | 0% | 3% | -5% | 6
COc1ccc(Cl)cc1NC(=O)CN1CCC(n2nnc3cc(C)ccc32)CC1 | 2% | -11% | i | 18% | 3 | 4% | 18% | -12% | 17

Quoted at random: 5 compounds from above.
SMILES | Bfl-1 inhibitors | TNAP inhibition | DPM-DC inhibit | KRASV12 cytotoxicity | Spn MK inh | LYP phosphatase | HPDE-C7 cytotoxicity | HT1080 viability | PMK inhibit | others
O=C(COc1ccc(Cl)cc1)Nc1ccccc1C(=O)NCc1ccco1 | -4% | 7% | i | 4% | 11 | 0% | 3% | -5% | 6
COc1ccc(Cl)cc1NC(=O)CN1CCC(n2nnc3cc(C)ccc32)CC1 | 2% | -11% | i | 18% | 3 | 4% | 18% | -12% | 17
CCCOc1ccc(C2c3c(oc4cc(C)c(C)cc4c3=O)C(=O)N2CCCN(C)C)cc1OCC (centres undefined) | -2% | 3% | i | 8% | 5 | 3% | 2% | -3% | 3
Cc1cc(C)n(-c2nnc(C)c(=O)[nH]2)n1 | -12% | 14% | i | -27% | 1 | 12% | -26% | 2% | 1
CC1CCCCN1CC(=O)Nc1sc2c(c1C#N)CCC2 (centres undefined) | -6% | -5% | i | -11% | 4 | / | -17% | -8% | 21
